Dyrk1A ADPGlo – blocks rat Dyrk1A kinase activity; Q63470; ADP-Glo luminescence, NFATc1 peptide; inhibition, % at 12.5 µM; 310,000 compounds, 0.43% hits; in the data active = inhibition above about 50%;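 note: plate controls were vehicle with enzyme for no effect and no enzyme for full effect; many of its hits are not listed in these tables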
TRPC4 potent – TRPC4 (mouse) allosteric potentiation. B-score at 10 µM. HEK293 TRPC4beta/mu-opioid, DAMGO EC20, Fluo-4 Ca2+ flux; stronger effect = higher value. 310,000 compounds, 0.42% hits. Q9QUQ5. AID 2227;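 active = B-score of calcium response area above 5 SD of library B-scores, with initial fluorescence ratio within 5 SD of library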;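 note: B-score of integrated fluorescence ratio over time as area under calcium response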
TRPC4 inh – TRPC4 (mouse) channel inhibition | HEK293 TRPC4beta/mu-opioid, DAMGO-evoked Fluo4 calcium flux; stronger effect = lower value | B-score at 10 µM | 300,000 compounds, 0.39% hits;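 active = B-score over 3 SD under the library average, no early fluorescence shift, positive overall ratio signal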
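Signal: kinetic Fluo4 fluorescence imaging of calcium influx. Material: stable TRPC4beta/mu-opioid receptor HEK293 cells. Probe or stimulus: DAMGO in two steps, submaximal then maximal.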
PolyA inh – inhibitors of polyadenylation in S. cerevisiae; S. cerevisiae SKY197-pL101 polyadenylation reporter, beta-gal luminescence; efflux-impaired pdr1/pdr3 knockout yeast; score 100 = 6 SD above DMSO; 300,000 compounds, 0.02% hits; calls only at 12 µM;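 active = lowest replicate activity score at least 50, where 100 means six control SD above control mean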;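 note: yeast exposed to compound for 9 h at 30 °C; higher score means more reporter readthrough which indicates perturbed polyadenylation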
KCNQ1 pot – human KCNQ1 channel potentiation or activation; P51787; CHO-K1 KCNQ1, thallium flux FluxOR fluorescence; stronger effect = higher value; B-score at 10 µM; 310,000 compounds, 0.35% hits;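 active = fluorescence ratio B-score, a plate-corrected score, at least three library SD, with initial intensity B-score within 5 SD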
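Assay system: CHO-K1 cells stably expressing KCNQ1. Medium: assay buffer for compound exposure, DMSO matched across wells. Timing: 37 °C overnight plating, 90-min dark dye load, 20-min compound pretreatment. Signal: kinetic FluxOR fluorescence, 10 s baseline plus 110 s post-stimulus.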
KCNK9 block – human KCNK9 channel inhibition; HEK293 KCNK9, FluxOR thallium flux fluorescence; stronger effect = lower value; B-score at 10 µM; Q9NPC2; AID 488922; 310,000 compounds, 1.2% hits;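 active = ratio B-score over 3 SD below the library mean, with starting fluorescence within 5 SD of its mean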;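 note: negative B-score means less thallium flux so channel inhibition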
KCNQ1 inh – inhibitors of human KCNQ1 potassium channel. P51787. CHO-K1 KCNQ1, FluxOR thallium flux fluorescence; stronger effect = higher value. B-score at 10 µM. 310,000 compounds, 1.3% hits. AID 2642;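 active = compounds whose thallium flux B-score, printed positive for inhibition, exceeds three library SD while starting fluorescence stays within three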;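 note: channel opened by potassium depolarization with thallium stimulus after 20 min compound exposure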
KCNK3 block – human KCNK3 channel inhibition, primary screen; O14649; CHO-KCNK3 thallium flux, FluxOR fluorescence; stronger effect = lower value; B-score at 10 µM; 340,000 compounds, 0.84% hits; AID 602410;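 active = B-score under library mean minus 4 SD, starting fluorescence ratio at most library mean plus 5 SD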;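 note: more negative B-score means stronger inhibition of thallium flux through KCNK3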
hERG rescue – compounds protecting human hERG from proarrhythmic drug block; Q12809; CHO-hERG, FluxOR thallium flux, dofetilide IC70 present; activation (rescue from dofetilide block), less the hit threshold, % at 10 µM; 310,000 compounds, 0.51% hits;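 active = activation above the mean of controls blocked by dofetilide plus 5 SD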;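 note: thallium influx through hERG after potassium depolarization seen as dye fluorescence rise; in these data hits start at about 4.7%; inactives centre near -7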
Target sequence (Q12809 whole entry, looked up): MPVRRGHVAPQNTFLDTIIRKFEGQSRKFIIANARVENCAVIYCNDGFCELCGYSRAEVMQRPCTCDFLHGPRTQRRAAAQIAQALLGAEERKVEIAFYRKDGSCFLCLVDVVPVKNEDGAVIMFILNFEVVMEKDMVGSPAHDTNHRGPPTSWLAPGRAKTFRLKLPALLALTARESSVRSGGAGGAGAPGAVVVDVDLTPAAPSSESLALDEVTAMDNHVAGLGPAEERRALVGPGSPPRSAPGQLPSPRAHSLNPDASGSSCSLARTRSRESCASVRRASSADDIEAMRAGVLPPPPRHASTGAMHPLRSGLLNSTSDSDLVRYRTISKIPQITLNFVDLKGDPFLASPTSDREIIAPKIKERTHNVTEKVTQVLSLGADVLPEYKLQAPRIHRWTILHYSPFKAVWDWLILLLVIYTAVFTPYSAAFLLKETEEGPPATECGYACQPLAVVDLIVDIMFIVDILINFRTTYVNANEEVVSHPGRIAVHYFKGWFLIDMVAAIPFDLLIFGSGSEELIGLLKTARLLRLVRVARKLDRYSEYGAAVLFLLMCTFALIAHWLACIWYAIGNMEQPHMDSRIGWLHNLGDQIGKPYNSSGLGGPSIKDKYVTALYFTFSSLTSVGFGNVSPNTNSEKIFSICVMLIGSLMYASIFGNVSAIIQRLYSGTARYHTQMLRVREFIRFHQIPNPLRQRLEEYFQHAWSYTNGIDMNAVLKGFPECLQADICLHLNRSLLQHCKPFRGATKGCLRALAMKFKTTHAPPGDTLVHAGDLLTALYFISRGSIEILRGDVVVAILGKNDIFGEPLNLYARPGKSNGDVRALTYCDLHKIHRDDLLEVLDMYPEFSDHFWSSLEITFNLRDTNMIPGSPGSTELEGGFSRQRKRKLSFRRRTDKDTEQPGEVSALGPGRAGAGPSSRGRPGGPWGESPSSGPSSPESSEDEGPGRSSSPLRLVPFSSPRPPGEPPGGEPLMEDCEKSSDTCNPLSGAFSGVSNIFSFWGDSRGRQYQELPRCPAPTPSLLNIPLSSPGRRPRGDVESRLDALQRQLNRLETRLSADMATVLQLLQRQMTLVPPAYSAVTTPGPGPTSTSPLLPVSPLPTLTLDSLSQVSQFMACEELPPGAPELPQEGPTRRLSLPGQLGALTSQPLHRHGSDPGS
Platelet DG rel – modulates dense granule release in human platelets; human platelet-rich plasma, SFLLRN dense granule ATP release, luminescence; 300,000 compounds, 0.22% hits; inhibition, %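 (compounds screened at 7.5 µM in platelet-rich plasma)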;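 active = mean replicate score, as percent of positive control, at or above 50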
TRPC4 agonist – TRPC4 (mouse) channel activation. HEK293 TRPC4beta/mu-opioid, Fluo4 calcium fluorescence; stronger effect = higher value. B-score at 10 µM. 310,000 compounds, 0.49% hits;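 active = B-score above 5 SD of library B-scores, and initial fluorescence ratio not above library mean plus 5 SD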;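 note: positive B-score marks a calcium rise read as TRPC4 activation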
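Assay system – TRPC4beta and mu-opioid receptor HEK293 stable cells · Measured by – Fluo4 fluorescence, kinetic · Schedule – dye loading 45 min room temperature, 110 s kinetic read · Read-out – B-scored integrated calcium fluorescence ratio · Controls – buffer and maximal DAMGO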
* marks the source's active call; other numbers are inactive results; i = inactive; · = not tested or not shown. These rows are one share of the data; the hit share may differ from the screen's.

SMILES | Dyrk1A ADPGlo | TRPC4 potent | TRPC4 inh | PolyA inh | KCNQ1 pot | KCNK9 block | KCNQ1 inh | KCNK3 block | hERG rescue | Platelet DG rel | TRPC4 agonist
Cc1cc(C)n2nc(SCc3nnc(SCc4ccccc4Cl)s3)nc2n1 | -3 | i | i | i | i | i | i | i | -8 | 14 | i
CS(=O)(=O)N(CC(=O)N1CCN(Cc2ccc3c(c2)OCO3)CC1)Cc1ccc(Cl)cc1 | -3 | i | i | i | i | i | i | i | -11 | 7 | i
COc1ccc(-c2c(N)n[nH]c2C)cc1OC | -1 | i | i | i | i | i | i | i | -8 | -5 | i
CCC(=O)Nc1ccc(N2CCN(C(=O)c3ccco3)CC2)c(Cl)c1 | -3 | i | i | i | i | i | i | i | -5 | -3 | i
COc1ccc(C2C(C(C)=O)=C(O)C(=O)N2CCCn2ccnc2)cc1OC (stereo not given) | -4 | i | i | i | i | i | i | i | -5 | -20 | i
O=C(CCNC(=O)C1CCN(S(=O)(=O)c2ccc(F)cc2)CC1)NCc1ccccc1 | · | i | i | i | i | i | i | i | -8 | 0 | i
O=C(c1ccc2nc(Cc3ccccc3F)oc2c1)N1CC[C@H](O)C1 | 0 | i | i | i | i | i | i | i | -6 | 0 | i
O=C(O)CSc1nnc(CNc2ccc(Cl)cc2)n1Cc1ccccc1 | 1 | i | i | i | i | i | i | i | -11 | 7 | i
O=C(NCCc1c[nH]c2ccccc12)C(=O)NCC1OCCN1S(=O)(=O)c1ccccc1 (stereo not given) | -1 | i | i | i | i | i | i | i | -13 | 9 | i
COc1ccc(C2CC3(CC(C)(C)NC(=S)N3)Oc3cc(O)cc(C)c32)cc1OC (stereo not given) | 2 | i | i | i | i | i | i | i | -6 | 5 | i
O=C(Nc1ccn(Cc2ccccc2)n1)c1n[nH]c([N+](=O)[O-])c1Cl | 13 | i | i | i | i | i | i | i | -11 | 0 | i
CN(C)C(=O)N1CCC(C(=O)NC2CCCCCCC2)CC1 | -6 | i | i | i | i | i | i | i | -7 | -3 | i
CCCCSc1nc2c(cnn2-c2ccc(C)c(C)c2)c(=O)[nH]1 | 2 | i | i | i | i | i | i | i | -5 | 14 | i
COc1ccc(NC(=O)CNC(=O)Cn2ccc3ccccc3c2=O)c(OC)c1 | -4 | i | i | i | i | i | i | i | -9 | 3 | i
O=C1NC(=O)N(c2ccccc2)C1=O | -2 | i | i | i | i | i | i | i | -3 | 9 | i
O=C(CCC1CCCC1)NCc1cccs1 | -3 | i | i | i | i | i | i | i | -7 | 2 | i
CC(=O)Nc1ccc(/C(C)=N/NC(=O)c2ccccc2Cl)cc1 | 2 | i | i | i | i | i | i | i | -2 | -2 | i
CC1(C)CC(NC(=S)NCc2ccc3c(c2)OCO3)CC(C)(C)N1 | · | i | i | i | i | i | i | · | -13 | -12 | i
CC(=O)c1cc2c(cc1NC(=O)CCn1cnnn1)OCO2 | -1 | i | i | i | i | i | i | i | -11 | -13 | i
Nc1nc(NCc2ccco2)nc(N2CCOCC2)c1[N+](=O)[O-] | · | i | i | i | i | i | i | i | -4 | -2 | i
C=C(C)C1CC=C(CN2CCC(O)CC2)CC1 (stereo not given) | -2 | i | i | i | i | i | i | i | 0 | 1 | i
COCCNC(=O)/C(C#N)=C/c1ccc(O)cc1 | · | i | i | i | i | i | i | i | -13 | 86* | i
CCOc1ccccc1CN1CCN(Cc2cccc3c2OCO3)CC1CCO (stereo not given) | -1 | i | i | i | i | i | i | i | -7 | 5 | i
Cc1ccc(CN(Cc2ccco2)C(=S)NCC(=O)NCc2cccnc2)cc1 | 4 | i | i | i | i | i | i | i | -17 | 24 | i
O=C(CCN1C(=O)/C(=C/c2cccc(Br)c2)SC1=S)NNC(=O)c1cccnc1 | -5 | i | i | i | i | i | i | i | -7 | 3 | i
COC(=O)c1ccc(NC(=S)Nc2cccc(C)n2)cc1 | 1 | i | i | i | i | i | i | i | -18 | 4 | i
Nc1nonc1-n1nnc(C(=O)N/N=C/c2ccccc2O)c1CN1CCCC1 | 15 | i | i | i | i | i | i | i | -7 | -18 | i
CCOc1ccc(C(=O)CSCC(=O)O)cc1 | 3 | i | i | i | i | i | i | i | -4 | 1 | i
COC(CNC(=O)c1ccc2c(c1)ncn2-c1cc(C)cc(C)c1)OC | -1 | i | i | i | i | i | i | i | 3 | 0 | i
O=C(O)c1nn(-c2ccc(F)cc2)ccc1=O | 1 | i | i | i | i | i | i | i | -5 | -3 | i
COc1ccc(C(=O)CSc2nnc(-c3ccco3)o2)cc1 | 1 | i | i | i | i | i | i | i | -6 | -10 | i
COc1cccc2c(N/N=C/c3ccc(O)c(O)c3)cc(C)nc12 | 23 | i | i | i | i | i | i | i | -7 | 9 | i
O=c1[nH]c(C2CCCN(S(=O)(=O)c3ccccc3Cl)C2)nc2c1nnn2Cc1ccc2c(c1)OCCO2 (stereo not given) | 4 | i | i | i | i | i | i | i | -12 | -7 | i
CCOc1ccc(OCCOCCN2CCOCC2)cc1 | 17 | i | i | i | i | i | i | i | -4 | -3 | i
O=C(CC1C(=O)NCCN1Cc1ccccc1C(F)(F)F)NC1CCCCC1 (stereo not given) | 0 | i | i | i | i | i | i | i | -10 | -35 | i
Cc1cc(C)c(S(=O)(=O)Nc2ccc(N3CCOCC3)cc2)c(C)c1 | -2 | i | i | i | i | i | i | i | -1 | -7 | i
O=c1cc(CN2CCN(c3ccc(F)cc3)CC2)c2cc3c(cc2o1)CCCC3 | -1 | i | i | i | i | i | i | i | -5 | 0 | i
Cc1cccc(OCCCN2CCOCC2)c1C | -4 | i | i | i | i | i | i | i | -1 | 14 | i
COc1ccc2nc(NC(=O)c3cccc(OCc4c(C)noc4C)c3)sc2c1 | 20 | i | i | i | i | i | i | i | -16 | -4 | i
Cc1ccc(NC(=O)COC(=O)C2CC2C)c(S(=O)(=O)N2CCCCC2)c1 (stereo not given) | 3 | i | · | i | i | i | i | i | -3 | -1 | i
Cc1ccc(N(CC(=O)Nc2cc(Cl)ccc2Oc2ccccc2)S(C)(=O)=O)c(C)c1 | 2 | i | i | i | i | i | i | i | -8 | -5 | i
CCOC(=O)c1ccccc1-n1nnnc1C | 7 | i | i | i | i | i | i | i | -7 | -4 | i
CN1C(=O)CS/C1=N\NC(=O)COc1cccc2cccnc12 | 3 | i | i | i | i | i | i | i | 0 | 1 | i
N#CCCSc1ccccc1NC(=O)c1cc(=O)c2ccccc2o1 | 2 | i | i | i | i | i | i | i | -7 | -1 | i
O=c1[nH]n2c(-c3ccccc3)nc(O)c2c2ccccc12 | -2 | i | i | i | i | i | i | i | -2 | 2 | i
O=C(NNS(=O)(=O)c1ccc(C(=O)NC2CCCC2)cc1)c1ccncc1 | -4 | i | i | i | i | i | i | i | -7 | 4 | i
CC1CC(C)CN(C(=O)COC(=O)C2CCN(S(=O)(=O)c3c(Cl)cccc3Cl)CC2)C1 (stereo not given) | 2 | i | i | i | i | i | i | i | -15 | 5 | i
COc1ccc(S(=O)(=O)NNc2nc(C)cc(C)n2)cc1[N+](=O)[O-] | -8 | i | i | i | i | i | i | i | -8 | 0 | i
COc1ccc(CNC(=O)C2CCCN(C(=O)Nc3ccccc3OC)C2)cc1 (stereo not given) | 0 | i | i | i | i | i | i | i | -2 | -4 | i
CCOC(=O)C1=C(C)N=c2s/c(=C/c3cccc([N+](=O)[O-])c3O)c(=O)n2C1c1cc(OC)c(OC)c(OC)c1 (stereo not given) | 7 | i | i | i | i | i | 8* | i | -16 | 15 | i

Limited to KCNK9 block and TRPC4 inh, for some of the entries so far:
| structure | KCNK9 block | TRPC4 inh |
| --- | --- | --- |
| COc1ccc(S(=O)(=O)NNc2nc(C)cc(C)n2)cc1[N+](=O)[O-] | i | i |
| O=C(CC1C(=O)NCCN1Cc1ccccc1C(F)(F)F)NC1CCCCC1 (stereo not given) | i | i |

Additional compounds follow.
SMILES | Dyrk1A ADPGlo | TRPC4 potent | TRPC4 inh | PolyA inh | KCNQ1 pot | KCNK9 block | KCNQ1 inh | KCNK3 block | hERG rescue | Platelet DG rel | TRPC4 agonist
Cc1ccc(Cl)cc1NC(=O)C(=O)N/N=C/c1ccc2c(c1)OCO2 | 1 | i | i | · | i | i | i | i | -11 | · | i
COCCNC(=O)/C(C#N)=C/c1c(N2CCN(C)CC2)nc2ccccn2c1=O | 0 | i | i | i | i | i | i | i | -5 | -20 | i
Cc1cccnc1NC(=O)c1csnn1 | 4 | i | i | i | i | i | i | i | -4 | 2 | i
CS(=O)(=O)c1ccc(C(=O)OCC(=O)N(CCc2ccccc2)Cc2ccccc2)cc1 | · | i | i | i | i | i | i | i | -15 | 11 | i
Cc1ccc(NC(=O)CSC(C)C(=O)NCCc2ccccn2)cc1 (stereo not given) | 2 | i | i | i | i | i | i | i | -3 | 9 | i
COc1ccc(OCC(=O)Nc2nnc(S(=O)(=O)N3CCCCCC3)s2)cc1 | 1 | i | i | i | i | i | i | i | -5 | -3 | i
CC(C)(C)c1nc(SCC(=O)N2CCCC2)c2ccccc2n1 | -1 | i | i | i | i | i | i | i | -8 | 6 | i
CCOC(=O)C1Sc2[nH]c(=O)sc2C(c2ccc(Cl)cc2)C1C(=O)OCC (stereo not given) | -10 | i | · | i | i | i | i | i | -2 | -16 | i
O=c1[nH]c(CSc2nc(-c3ccc(F)cc3)cs2)nc2ccccc12 | 3 | i | i | i | i | i | i | i | -9 | -6 | i
O=C(CN1CCC(C(=O)c2ccc(F)cc2)CC1)Nc1ccccc1 | 2 | i | i | i | i | i | i | i | -13 | -10 | i
O=S(=O)(c1cccs1)N1CCc2ccccc21 | 10 | i | i | i | i | i | i | i | -7 | -5 | i
CCOC(=O)C1CCN(S(=O)(=O)c2ccccc2[N+](=O)[O-])CC1 | · | i | i | i | i | i | i | i | -13 | -41 | i
COc1cc2c(cc1NC(=O)c1cccnc1)CCCC2 | 0 | i | i | i | i | i | i | i | -3 | -8 | i
O=S(=O)(NCCc1ccccc1)c1cccc2nsnc12 | -5 | i | i | i | i | i | i | i | -2 | 1 | i
CC1(C)CC(=O)C=C(NNC(=O)c2ccccc2O)C1 | 5 | i | i | i | i | i | i | i | -5 | 10 | i
COc1ccc(NC(=O)CN2CCN(CC(=O)Nc3ccccc3Cl)CC2)cc1 | -1 | i | i | i | i | i | i | i | -10 | 8 | i
COc1ccc(Br)cc1S(=O)(=O)NNC(=O)c1c(C)nc2ccccn12 | -4 | i | i | i | i | i | i | i | -1 | 1 | i
CC1=CC2=NC(=O)/C(=C\c3cc(C)n(-c4ccc(F)cc4)c3C)C(=N)N2O1 | -6 | i | i | i | i | i | i | i | -6 | 12 | i

High-throughput results (PubChem)
